E-sel inducer = E-selectin induction on HUVECs; 260,000 tested, 0.37% active; HUVEC E-selectin immunofluorescence imaging; normalized: neutral wells 0, TNF-alpha wells 100; P16581; activation, % at 7.58 µM;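 active = mean E-selectin-positive cell signal at least 10% of the positive control, reached in at least 60% of replicates, without over 20% cell loss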;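 note: in these data hits start at about 27%; measured in HUVEC primary endothelial cells; signal is the percent of cells scored E-selectin positive by PE staining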
Target sequence (P16581 whole entry, looked up): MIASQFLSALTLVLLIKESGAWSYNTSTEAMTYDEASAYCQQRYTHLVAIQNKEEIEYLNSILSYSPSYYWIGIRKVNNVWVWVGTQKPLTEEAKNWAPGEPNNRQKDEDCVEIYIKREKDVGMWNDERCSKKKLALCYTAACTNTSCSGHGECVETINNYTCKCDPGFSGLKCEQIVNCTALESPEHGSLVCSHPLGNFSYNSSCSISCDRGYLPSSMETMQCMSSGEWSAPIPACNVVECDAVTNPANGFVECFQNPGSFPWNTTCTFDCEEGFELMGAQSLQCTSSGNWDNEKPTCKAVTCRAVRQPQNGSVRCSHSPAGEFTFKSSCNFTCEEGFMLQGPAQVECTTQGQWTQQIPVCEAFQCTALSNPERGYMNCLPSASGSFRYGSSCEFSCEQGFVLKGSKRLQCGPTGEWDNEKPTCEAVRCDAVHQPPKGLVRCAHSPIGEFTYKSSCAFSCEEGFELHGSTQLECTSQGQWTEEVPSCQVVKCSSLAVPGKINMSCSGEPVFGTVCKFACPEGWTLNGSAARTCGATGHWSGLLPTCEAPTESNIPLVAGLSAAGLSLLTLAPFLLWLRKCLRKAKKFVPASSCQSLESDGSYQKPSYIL
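Test system: HUVEC | Signal: Immunofluorescence imaging | Read-out: Percent E-selectin-positive cells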
RAD54 branch = blocks human RAD54 Holliday junction branch migration | Q92698 | FAM/BHQ fluorescence | inhibition, % at 10.4 µM | 360,000 tested, 0.14% active | AID 602329;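 active = mean normalized replicate activity at least 40 and at least half of replicates scoring 40 or more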;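 note: 0% = median of neutral control wells and 100% = median of positive control wells; inhibitors cause a drop in the FAM fluorescence signal; in these data hits start at about 50%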
Casp6 inh = blocks human caspase-6 cleavage activity; P55212; purified caspase-6, Z-VEID-R110 cleavage fluorescence; inhibition, % at 12.5 µM; 350,000 tested, 0.53% active; AID 686996;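 active = mean inhibition across replicates at least about 35%, with every replicate also reaching that limit, limit read from the data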;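 note: 0% = median of neutral control wells and 100% = no fluorescence left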
ARNT-TACC3 inh = ARNT/TACC3 interaction disruption. Q9Y6A5. AlphaScreen His-ARNT PAS-B/GST-TACC3 binding, luminescence; TACC3 fragment carries E629A point mutation. inhibition, % at 9.99 µM. 390,000 tested, 0.66% active. AID 623870;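 active = mean inhibition of replicates at least 50% and at least half of replicates each reaching 50%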;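 note: 0% = complete ARNT plus TACC3 wells and 100% = ARNT alone without TACC3; many hits fall short of the cut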
esBAF inh = SWI/SNF esBAF complex inhibition | mouse ES cells, Bmi1-luciferase knock-in reporter, 24 h; 100% = twice the neutral-well signal | reporter increase, % at 12.5 µM | 350,000 tested, 2% active | AID 602393; in the data active = activation above about 40%;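 note: 0% = median of the plate's neutral control wells and 100% = double that signal; a rise in the Bmi1 reporter signal indicates esBAF inhibition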
ERp5 block = ERp5 (human) disulfide isomerase inhibition; Q15084; ERp5 insulin aggregation, absorbance 650 nm, 90 min; inhibition, % at 9.99 µM; 350,000 tested, 0.05% active; AID 651711;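 active = mean replicate inhibition above about 25%, with every replicate also reaching it, limit read from the data, passing the limit was not always enough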
Target sequence (Q15084 whole entry, looked up): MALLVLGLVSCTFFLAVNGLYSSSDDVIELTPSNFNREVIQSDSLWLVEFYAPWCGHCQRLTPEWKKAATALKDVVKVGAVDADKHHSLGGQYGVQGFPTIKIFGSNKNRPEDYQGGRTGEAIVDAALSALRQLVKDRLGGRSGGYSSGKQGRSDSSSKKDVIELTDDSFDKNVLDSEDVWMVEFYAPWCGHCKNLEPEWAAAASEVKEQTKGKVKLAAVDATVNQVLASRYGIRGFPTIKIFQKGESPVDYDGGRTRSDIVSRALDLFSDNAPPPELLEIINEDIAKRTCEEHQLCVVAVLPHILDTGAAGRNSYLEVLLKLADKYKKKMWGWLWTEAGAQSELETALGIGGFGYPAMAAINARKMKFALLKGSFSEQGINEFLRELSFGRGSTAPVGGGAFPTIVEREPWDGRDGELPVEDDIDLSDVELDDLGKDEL
PglD inh = inhibitors of Campylobacter jejuni PglD acetyltransferase. purified PglD enzyme, DTNB colorimetric CoA detection. inhibition, % at 12.5 µM. 360,000 tested, 0.098% active. AID 602405; in the data active = inhibition above about 16%, passing the limit was not always enough; note: strong numbers were not always called active
RAD52 anneal inh = inhibitors of human RAD52 DNA annealing | P43351 | recombinant RAD52 DNA annealing, FRET fluorescence | inhibition, % at 18.7 µM | 360,000 tested, 0.46% active | AID 651710;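 active = every replicate showing at least 50% inhibition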
* hit, by the source's call; . = no result given; & = joins results of further samples.

SMILES | E-sel inducer | RAD54 branch | Casp6 inh | ARNT-TACC3 inh | esBAF inh | ERp5 block | PglD inh | RAD52 anneal inh
COc1ccc(OCCSc2n[nH]c(N)n2)cc1 | . | 3 | . | 6 | 9 | . | 7 | .
NS(=O)(=O)c1cccnc1Nc1cccc(C(F)(F)F)c1 | . | 1 | . | -5 | 11 | . | 0 | .
NC(=O)c1cccc(-c2ccnc3c2CC(C(=O)NCC2CC2)O3)c1 (stereo unspecified) | -0.1 | 7 | 2 | . | -2 | 6 | 0 | -18
C[C@@H]1CN([C@H](C)CO)C(=O)CCCn2nncc2CO[C@@H]1CN(C)C(=O)Nc1ccc(-c2cccs2)cc1 | 0.3 | 1 | 2 | -5 | 8 | -3 | -2 | -9
CC(O)(c1ccccc1)c1nc(-c2ccncc2)cs1 (stereo unspecified) | 0.0 | 5 | 0 | . | 2 | 0 | -2 | 3
O=C(Cc1ccccn1)N1CC2(C1)[C@H](c1ccccc1)[C@H](CO)N2C(=O)c1ccccc1 | 0.1 | . | 0 | . | . | -1 | . | -122
CCOC(=O)N1CCN(C(=O)c2nn(-c3ccc(C)cc3)c(=O)c3c2c2ccccc2n3C)CC1 | . | -2 | . | -2 | 5 | . | 1 | .
Cc1ccccc1CN1CCN(C(=O)c2cccc3ccccc23)CC1 | . | -12 | 1 | 2 | -5 | 3 | -10 | -5
CCC(=O)Nc1ccc2c(c1)OC[C@H](C)N(Cc1ccccn1)C[C@H](C)[C@@H](OC)CN(C)C2=O | 0.6 | 1 | -4 | -6 | -4 | 4 | 3 | -10
CC(=O)N1CCCCN2[C@@H](CO)[C@H](c3ccc(-c4ccc(C)cc4)cc3)[C@@H]2C1 | -0.7 | 5 | -6 | 16 | . | 0 | 6 | -12
CC1CC(NC(=O)c2cnc3n(c2=O)CCS3)CC(C)(C)C1 (stereo unspecified) | 1.7 | -16 | 3 | 4 | -7 | -6 | 1 | -6
CC(NC(=O)Cc1ccc(F)cc1)c1ccc(F)cc1 (stereo unspecified) | . | -3 | -4 | -8 | . | 3 | 1 | -16
C[C@@H]1CCCCO[C@@H](CN(C)C(=O)Nc2ccc3c(c2)OCO3)[C@@H](C)CN([C@H](C)CO)C(=O)c2cc(NS(=O)(=O)c3ccccc3)ccc2O1 | -0.1 | -6 | 2 | -4 | 4 | 3 | -1 | -19
C[C@@H]1CCCCO[C@@H](CN(C)S(=O)(=O)c2cccs2)[C@@H](C)CN([C@H](C)CO)C(=O)c2cc(NS(=O)(=O)c3ccc(Cl)cc3)ccc2O1 | . | -3 | 2 | -8 | 1 | -4 | 0 | -25
O=C(C[C@H]1CC[C@@H]2[C@H](COC[C@H](O)CN2CC2CCCCC2)O1)NCc1ccc(F)cc1 | 0.1 | -5 | 2 | -8 | -2 | 0 | 0 | -8
C[C@H](CO)N1C[C@H](C)[C@H](CN(C)Cc2ccc(Oc3ccccc3)cc2)Oc2c(NC(=O)Nc3ccc(C(F)(F)F)cc3)cccc2C1=O | . | 5 | -2 | -3 | -8 | -6 | -2 | -36
CCOc1ccc(CCNC(=O)COC(=O)c2cccc(S(=O)(=O)N3CCCC3)c2)cc1OCC | -0.3 | 10 | 4 | -1 | 4 | -27 | 1 | 0
CCC(=O)N1CCC1(C)C(=O)Nc1cnc2ccccc2c1 (stereo unspecified) | -0.1 | -3 | 0 | . | 2 | -1 | -5 | -1
COc1ccccc1N1C(=NC(=O)COc2ccccc2)SC2CS(=O)(=O)CC21 (stereo unspecified) | -0.1 | . | -1 | -10 | -4 | -3 | . | -4
Cc1cccc(N2CCN(S(=O)(=O)c3ccc4c(c3)CCCN4C(=O)C3CCC3)CC2C)c1 (stereo unspecified) | -0.6 | -7 | 2 | -2 | 1 | -2 | 2 | -4
Cc1cccc(/C=N\N=C\c2cccc(C)c2)c1 | . | -3 | 0 | 5 | 21 | 5 | -1 | -6
Cc1nc(C(=O)NCCCO)cc2c1[nH]c1ccccc12 | -0.1 | . | 2 | 10 | 1 | 2 | . | -18
O=C(Nc1ccc(N2CCOCC2)nc1)c1ccc(F)cc1 | . | 0 | . | 19 | 18 | . | -4 | .
CC(C)C(c1nnnn1CCc1ccccc1)N1CCC(C(N)=O)CC1 (stereo unspecified) | . | . | 0 | 2 | 2 | -1 | . | -20
O=C(COc1ccc(Br)cc1)NCc1cn2ccccc2n1 | 1.7 | . | 0 | -3 | . | 0 | . | -4
Cc1ccc(OCC(=O)NCCCNC(=O)COc2ccc(C)cc2)cc1 | . | -9 | 2 | 3 | 1 | -1 | -3 | -3
Cc1c(CN2CCCCC2)c(O)n(CCO)c(=O)c1C#N | . | . | 17 | 10 | . | 1 | . | -253
O=C(Cn1cnc2cc([N+](=O)[O-])ccc2c1=O)NC1CCS(=O)(=O)C1 (stereo unspecified) | 1.5 | . | 2 | 6 | . | 3 | . | -2
Cn1ccc(C(=O)OCC(=O)Nc2cccc(Cl)c2)n1 | 0.2 | 11 | 2 | -9 | -5 | -1 | -2 | -16
CC(=O)NC(CCS(C)(=O)=O)C(=O)Nc1cccc(C)c1C (stereo unspecified) | -2.0 | 2 | 1 | -4 | 4 | 9 | -1 | -6
O=[N+]([O-])c1ccc(COc2ccc(Br)cc2CN2CCOCC2)cc1 | 7.1 | . | 1 | 4 | 0 | -1 | . | -6
CCC(=O)NN1CCN(c2ccncc2S(=O)(=O)N2CCCCC2)CC1 | -0.2 | -3 | -2 | 2 | -4 | 6 | 0 | -3
CN1C2=NCCN2C(=O)c2cc(Cl)ccc21 | . | . | -5 | -12 | . | 2 | . | 7
CCCNC(=O)N(C)C[C@H]1Oc2ncc(C#CC3CCCCC3)cc2C(=O)N([C@H](C)CO)C[C@H]1C | -0.1 | -12 | 2 | 9 | 0 | -2 | -1 | -8
COc1cccc(S(=O)(=O)N[C@H]2CC[C@H](CC(=O)NCc3ccc(F)cc3)O[C@H]2CO)c1 | 2.0 | 6 | -2 | -6 | -4 | -4 | 0 | -10
N#C/C(=C\C1=C(N2CCOCC2)C(=C\c2ccccc2)/CC1)C(=O)Nc1ccccc1F | 6.5 | . | 0 | 1 | . | -1 | . | -187

Profiles, looked up by structure.
`Cc1ccc(OCC(=O)NCCCNC(=O)COc2ccc(C)cc2)cc1` across the screens: E-sel inducer: .; RAD54 branch: -9; Casp6 inh: 2; ARNT-TACC3 inh: 3; esBAF inh: 1; ERp5 block: -1; PglD inh: -3; RAD52 anneal inh: -3
`O=C(Cn1cnc2cc([N+](=O)[O-])ccc2c1=O)NC1CCS(=O)(=O)C1` (stereo unspecified) across the screens: E-sel inducer: 1.5; RAD54 branch: .; Casp6 inh: 2; ARNT-TACC3 inh: 6; esBAF inh: .; ERp5 block: 3; PglD inh: .; RAD52 anneal inh: -2

(further entries)
SMILES | E-sel inducer | RAD54 branch | Casp6 inh | ARNT-TACC3 inh | esBAF inh | ERp5 block | PglD inh | RAD52 anneal inh
O=C(Nc1ccc2c(c1)OCO2)c1ccc(N2CCCC2)c([N+](=O)[O-])c1 | 0.0 | -4 | . | 2 | . | . | -1 | .
O=C(Cn1c(=O)oc2ccccc21)Nc1ccc(Cl)cc1Cl | 0.2 | . | 2 | . | . | 1 | . | -95
O=C(OCCn1c(=S)sc2ccccc21)c1ccccc1 | -0.1 | . | 2 | -5 | . | 6 | . | 1
C[C@@H]1CCCCO[C@@H](CN(C)Cc2ccc(Cl)c(Cl)c2)[C@H](C)CN([C@H](C)CO)C(=O)c2cc(NS(=O)(=O)c3ccc(F)cc3)ccc2O1 | -0.2 | -3 | 2 | 0 | 6 | -2 | 3 | -18
C[C@@H]1CN([C@H](C)CO)C(=O)c2cccc(NS(=O)(=O)c3cccs3)c2O[C@@H]1CN(C)S(=O)(=O)c1cn(C)cn1 | 0.3 | 6 | 0 | -3 | 2 | -3 | -1 | -29
Cn1c(C(=O)N2CCCC(C(=O)NCCCc3ccccc3)C2)cc2sccc21 (stereo unspecified) | . | 2 | . | -6 | 8 | . | -8 | .
C[C@H]1CN([C@@H](C)CO)C(=O)Cc2cc(NS(=O)(=O)c3ccc(F)cc3)ccc2O[C@@H]1CN(C)CC1CCCCC1 | -0.5 | -4 | 13 | 4 | -1 | 0 | 1 | 11
CC(CCN1C(N(C)C)=NC[C@@H]1C)c1ccccc1 (stereo partly specified) | -0.3 | -10 | 1 | -1 | -1 | 6 | 6 | -9
O=C(Nc1nc2cc3c(cc2s1)OCO3)C1=COCCO1 | 0.1 | -14 | 0 | -1 | -75 | -2 | 1 | -14
CNC(=O)C[C@@H]1CC[C@H]2[C@@H](COc3ccc(NC(=O)Nc4cccc(F)c4)cc3C(=O)N2C)O1 | 0.0 | 6 | . | -5 | 6 | . | -1 | .
COCC(=O)N1CC2(C1)[C@@H](c1ccc(-c3cccc(F)c3)cc1)[C@H](CO)N2C(=O)COC | 0.1 | . | 2 | . | . | -3 | . | -17
COC(=O)c1ccccc1NC(=O)N1CCN(c2ccccc2)CC1 | -2.3 | . | -1 | 7 | -2 | -3 | . | -6

Part of the list above, with values under each structure.
Order of values: E-sel inducer, RAD54 branch, Casp6 inh, ARNT-TACC3 inh, esBAF inh, ERp5 block, PglD inh, RAD52 anneal inh
C[C@@H]1CN([C@H](C)CO)C(=O)c2cccc(NS(=O)(=O)c3cccs3)c2O[C@@H]1CN(C)S(=O)(=O)c1cn(C)cn1
  0.3, 6, 0, -3, 2, -3, -1, -29
Cn1c(C(=O)N2CCCC(C(=O)NCCCc3ccccc3)C2)cc2sccc21 (stereo unspecified)
  ., 2, ., -6, 8, ., -8, .
C[C@H]1CN([C@@H](C)CO)C(=O)Cc2cc(NS(=O)(=O)c3ccc(F)cc3)ccc2O[C@@H]1CN(C)CC1CCCCC1
  -0.5, -4, 13, 4, -1, 0, 1, 11
CC(CCN1C(N(C)C)=NC[C@@H]1C)c1ccccc1 (stereo partly specified)
  -0.3, -10, 1, -1, -1, 6, 6, -9
O=C(Nc1nc2cc3c(cc2s1)OCO3)C1=COCCO1
  0.1, -14, 0, -1, -75, -2, 1, -14
CNC(=O)C[C@@H]1CC[C@H]2[C@@H](COc3ccc(NC(=O)Nc4cccc(F)c4)cc3C(=O)N2C)O1
  0.0, 6, ., -5, 6, ., -1, .
COCC(=O)N1CC2(C1)[C@@H](c1ccc(-c3cccc(F)c3)cc1)[C@H](CO)N2C(=O)COC
  0.1, ., 2, ., ., -3, ., -17

Next part.
SMILES | E-sel inducer | RAD54 branch | Casp6 inh | ARNT-TACC3 inh | esBAF inh | ERp5 block | PglD inh | RAD52 anneal inh
COc1ccccc1N1CCN(C(=O)C2CCN(S(=O)(=O)c3ccc4c(c3)CC(C)N4C(=O)C3CC3)CC2)CC1 (stereo unspecified) | . | 0 | 1 | -2 | 1 | 2 | 7 | -3
Cc1ccc(Cl)cc1NC1=C/C(=N\S(=O)(=O)c2cccs2)c2ccccc2C1=O | -0.6 | -2&-10 | 1 | 9&9 | -70 | -1 | 2&-9 | -13
COc1ccccc1C(=O)Nc1ccc(C(=O)O)cc1 | . | -6 | . | 14 | -8 | . | 4 | .
CN(Cc1ccccc1)C(=O)C1CCCN(c2ncnc3c2nc2n3CCCCC2)C1 (stereo unspecified) | . | -14 | 0 | 17 | 0 | 2 | 1 | -3
OCCCNc1nc(-c2ccccc2)nc2c1oc1ccccc12 | . | . | 1 | -2 | . | 5 | . | -1
CCn1ncc(CN2CCCC(C(=O)c3cccc(OC(C)C)c3)C2)c1C (stereo unspecified) | 0.2 | 8 | -4 | 1 | 0 | 0 | 2 | -5
C/C(CC(C)C)=N/Nc1ccc([N+](=O)[O-])cc1[N+](=O)[O-] | 0.1 | 8 | 1 | 11 | -5 | 4 | -4 | -7
COc1ccc(NC(=O)c2cc(S(=O)(=O)N3CCc4ccccc43)cn2C)cc1OC | 2.8 | -4 | -2 | -6 | 9 | -1 | -1 | 3
Cc1ccc([C@H]2C[C@H](n3cc(-c4ccc(F)cc4)nn3)[C@@H](O)CN2C(=O)C2CCCCC2)cc1 | 1.6 | 0 | -1 | . | -6 | 2 | 4 | 2
Cc1cccc(C)c1NC(=O)CS(=O)CC(=O)NC1CCCc2ccccc21 (stereo unspecified) | . | -4 | . | -7 | -6 | . | -1 | .

Bioassay records as filed in PubChem BioAssay.
